# 14-3-3g Raf: alters human 14-3-3 gamma binding to Raf peptide | P61981 | AID 422 | FP, 14-3-3gamma / TMR-pS259-Raf peptide binding | inhibition, % at 40 µM | 160,000 compounds, 0.19% hits; in the data active means inhibition above about 30%;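 further: 0% = protein plus tracer without compound and 100% = blank with tracer alone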
# Target sequence (P61981 whole entry, looked up): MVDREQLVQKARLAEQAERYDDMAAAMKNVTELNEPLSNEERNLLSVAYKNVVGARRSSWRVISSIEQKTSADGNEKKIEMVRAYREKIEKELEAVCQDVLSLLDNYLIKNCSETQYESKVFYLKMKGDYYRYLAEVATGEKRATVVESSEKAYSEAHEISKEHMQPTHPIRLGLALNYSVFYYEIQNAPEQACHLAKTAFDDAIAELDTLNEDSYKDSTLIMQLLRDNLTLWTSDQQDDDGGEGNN
# * hit, by the source's call; & = joins results of further samples. Only part of the results is shown, so the mix of outcomes need not match the whole.
14-3-3g Raf	smiles
-2	Cc1ccc(C(CC(=O)c2ccco2)SCCO)cc1 (stereo not drawn)
-3	COc1ccc(C2NC(=S)NC(C)=C2C(=O)Nc2ccccn2)cc1OC (stereo not drawn)
-6	CCOC(=O)c1cnc2cc(Cl)c(OC)cc2c1Nc1ccc(Br)cc1C
-3	CCC(CC)C(=O)Nc1cc(C)c2c(=O)oc3ccccc3c2n1
-5	CNC(=O)COC(=O)c1cc(F)c(F)cc1Cl
0	Cn1nc(C(F)(F)F)cc1C(=O)NCc1cccnc1
-19	O=C(O)c1cnc2ccc(S(=O)(=O)N3CCOCC3)cc2c1Cl
-49	COc1ccc(-c2cn(-c3ccc(OC)cc3)c(=S)[nH]2)cc1

# (next part)
14-3-3g Raf	smiles
5	CN(C)/C=N/c1sccc1C(N)=O
-3	COc1ccc(-c2nn(C)c(=O)c3ccccc23)cc1CNS(C)(=O)=O
4	COc1cc(C2SCC(=O)N2CCc2ccc(OC)c(OC)c2)ccc1O (stereo not drawn)
-17	CCOC(=O)CCC(=O)Nc1ccc(S(=O)(=O)N2CCCCC2)cc1
-22	Cn1c(=O)c2c(SCC(=O)N3CCc4ccccc43)nc(-c3ccco3)nc2n(C)c1=O
-2	COc1ccc(OC)c2[nH]c(=O)c(CCNC(=O)CC3CCCCC3)cc12
-12	Cc1ccc(S(=O)(=O)N2CCN(c3cc(N4CCCC4)c(F)cc3[N+](=O)[O-])CC2)cc1
3	CCOC(=O)N1CCN(C(=O)c2ccccc2-c2ccccc2)CC1

# Additional records
14-3-3g Raf	smiles
0	CC(C)n1c(N2CCN(C(=O)NCc3ccccc3)CC2)nc2ccccc21
0	Cc1nc(N2CCCCC2)c(C#N)c(C)c1Cl
-11	CCCCN(C)S(=O)(=O)c1ccc(C(=O)Nc2nc3ccc4sc(C)nc4c3s2)cc1
22&4	Cc1ccc2nsnc2c1S(=O)(=O)NCc1ccc2c(c1)OCO2
-2	O=[N+]([O-])c1cc(C=Nc2ccc(Nc3ccccc3)cc2)ccc1Br
-7	COc1ccc(OC(C)C(=O)Nc2cccc(OC)c2)cc1 (stereo not drawn)
-44	NC(=O)c1c(NC(=O)c2cc3n(n2)C(C(F)(F)F)CC(c2ccco2)N3)sc2c1CCCC2 (stereo not drawn)
-9	CC(=NC1CCCC1)c1c(C)[nH]n(-c2nc3ccccc3s2)c1=O

# (cont.)
14-3-3g Raf	smiles
-1&-1	Cc1nc2[nH]onc2c2nccc(=O)c12
1	CCOC(=O)CSc1nnc(-c2ccccc2OC)o1
-5	Cn1c(=O)c2c(nc(NCCOCCO)n2Cc2ccccc2Cl)n(C)c1=O
-10	Cc1nn(Cc2ccc(F)cc2)c(C)c1NC(=O)c1cnn2cccnc12
3	O=C(c1ccc([N+](=O)[O-])cc1)c1ccc2c(c1)C(=O)N(c1cccc(O)c1)C2=O
0	CCOC(=O)C1=C(N)OC2=C(C(=O)CC(c3ccccc3)C2)C1c1cccnc1 (stereo not drawn)
-13	O=C(Cn1c(=O)n(Cc2ccccc2)c(=O)c2ccccc21)NCC1CCCO1 (stereo not drawn)
6	Cc1ccc(-c2cc3nc(C(F)(F)F)cc(C(F)(F)F)n3n2)cc1

# Next section:
14-3-3g Raf	smiles
-6	Cc1cc2nc(C3CCN(CC4COc5ccccc5O4)CC3)[nH]c2cc1C (stereo not drawn)
-2	O=C(CSCc1ccccc1Cl)N1CCN(c2ccccn2)CC1
-17	CCOc1nc(-c2ccc(OC)cc2)ccc1-c1noc(-c2ccncc2)n1
-5	CCOC(=O)C(C)Oc1cccc2c(=O)n(CC(=O)Nc3ccc4c(c3)OCCO4)ccc12 (stereo not drawn)
-33	O=C(CCC1CCCC1)Nc1cccc2c([N+](=O)[O-])cccc12
-1	CCCc1nc(SCC(=O)Nc2ccccc2OC)c2c(=O)n(C)c(=O)n(C)c2n1
-8	CC1CCN(S(=O)(=O)c2ccc3nc(-c4ccccn4)cc(C(=O)NCC4CCCO4)c3c2)CC1 (stereo not drawn)
3	Cc1c(Cl)cccc1NC(=O)C1CC(=O)N(c2cccc(Cl)c2C)C1 (stereo not drawn)

# The list goes on:
14-3-3g Raf	smiles
-7	O=C(CSc1nnc(-c2ccco2)n1Cc1ccccc1)NC(=O)NCc1ccco1
-4	COC(=O)C1C2C=CC3(CN(c4ccc(Cl)c(F)c4)C(=O)C13)O2 (stereo not drawn)
5	O=C(CCc1ccccc1)Nc1c2c(nn1-c1ccc(Cl)cc1)CS(=O)(=O)C2
-5	Cc1ccc(NC(=O)CCS(=O)(=O)c2ccc(C)cc2)cc1
-3	CCOC(=O)c1[nH]c2ccccc2c1NC(=O)CN(CC)CC
-6	O=C(Nc1c2c(nn1-c1ccc(F)cc1)CSC2)c1ccc(Cl)c([N+](=O)[O-])c1
-3	O=C(c1ccccc1)C12CC3CC(CC(Br)(C3)C1)C2
-24	CC(C)C(=O)Nc1ccc(S(=O)(=O)Nc2nccs2)cc1

# Continued.
14-3-3g Raf	smiles
2	O=C(NCc1ccc2c(c1)OCO2)C1CCCN(c2nc3ccccc3o2)C1 (stereo not drawn)
-4	OCCN(Cc1ccccc1)Cc1ccccc1F
4	O=C(O)c1cn(-c2ccccc2)nc1-c1ccncc1
-4	Cc1nc2ccc(F)cc2cc1C(=O)NC(C)C
4	Cc1cccc(C)c1N1C(=O)CC(NCC23CC4CC(CC(C4)C2)C3)C1=O (stereo not drawn)
-9	N=c1n(CCOc2ccccc2)c2ccccc2n1CCN1CCCCC1
-10	COCCCNC(=O)c1ccc2c(c1)ncn2-c1ccc(C)c(Cl)c1
-8	Cc1cc(OCC(=O)N2CCCC2)ccc1Cl

# Following part.
14-3-3g Raf	smiles
-10	O=C(CSc1nnnn1-c1ccc2c(c1)OCCO2)OC1CCCCC1
-1	Cc1cc([N+](=O)[O-])nn1CC(=O)Nc1ccccc1C(F)(F)F
10	CC(C(=O)N1CCN(Cc2ccc(Cl)cc2)CC1)N1C(=O)c2ccccc2C1=O (stereo not drawn)
-13	CCOc1cc2[nH]c(=S)n(CCc3ccccc3)c(=O)c2cc1OCC
-16	COc1ccc(CCNC(=O)c2c[nH]c3ccc(S(=O)(=O)N4CC(C)CC(C)C4)cc3c2=O)cc1OC (stereo not drawn)
4	CCOc1ccc(S(=O)(=O)N2CCN(c3ccccc3OC)CC2)cc1
-5	Cc1ccc(C2CC(c3cccs3)n3nc(N)nc3N2)cc1 (stereo not drawn)
9	Cc1ccc(N2CCN(C(=O)N3CCCC3)CC2)cc1Cl

# Next part:
14-3-3g Raf	smiles
0	C/C=C/C=[N+](\[O-])C(C)/C(=N/O)c1ccc(F)cc1 (stereo not drawn)
0&1	Oc1ccccc1-c1cc(C(F)(F)C(F)F)nc(-c2ccccc2)n1
2	O=C(c1ccccc1O)N1N=C(c2cccc(Br)c2)CC1(O)C(F)(F)F (stereo not drawn)
-4	CCOCCCn1c(=S)[nH]c2cc(C(=O)NCCOC)ccc2c1=O
8&2	CCCc1nnc(NC(=O)c2c(O)c3c([nH]c2=O)CCCC3)s1
-16	CCN(C(=O)c1cc2cc3cc(OC)ccc3nc2s1)c1cccc(C(F)(F)F)c1
-2	Cc1cccc2cc(CN(CC3CCCO3)C(=O)c3cccnc3)c3nnnn3c12 (stereo not drawn)
-62	CC1(C)Cc2c(c(N3CCOCC3)nc3sc(C(=O)O)c(N)c23)CO1

# Next section:
14-3-3g Raf	smiles
-4	Cc1ccc(Nc2cc(C(=O)NCc3ccccc3)c3ccccc3n2)cc1C
12	Cc1c(NC(=O)Nc2ccc3c(c2)OCO3)c(=O)n(-c2ccccc2)n1C
-57	O=c1c2ccc(Cl)cc2[nH]c(=S)n1Cc1ccco1
-4	Cc1ccc(C2CC(C(F)(F)F)n3ncc(C(=O)Nc4cc(C)cc(C)c4)c3N2)cc1 (stereo not drawn)
-9&-44	Cc1cc(C)nc(SCC(=O)Nc2ccc(Br)cn2)n1
1	Cc1ccccc1-c1nnn(CC(=O)Nc2ccc(F)cc2)n1
-17	COc1ccc(OC)c(NC(=O)C2CCCN(S(=O)(=O)c3cccc4nonc34)C2)c1 (stereo not drawn)
2	Cc1cc(Oc2ccc(-c3ccccc3)cc2)nc(N2CCOCC2)n1

# (next part)
14-3-3g Raf	smiles
-13	NC1=NC(c2ccc(F)cc2)n2c(nc3ccccc32)N1 (stereo not drawn)
0	COc1ccc(C2CC(=O)C3=C(C2)Nc2ncnn2C3c2ccccc2C)c(OC)c1 (stereo not drawn)
-8	O=C(Cn1c(=O)oc2cc(S(=O)(=O)N3CCCC3)ccc21)NC1CCCc2ccccc21 (stereo not drawn)
-4	O=C(NCCN1CCc2ccccc2C1)Nc1ccc(F)cc1
0	CC(C)(C)c1ccc(C(=O)Nc2ccc(NC(=O)c3ccc(Br)o3)cc2)cc1
-4	Cc1ccc(CNC(=O)CN2C(=O)CSc3ccc(S(=O)(=O)N4CCOCC4)cc32)cc1
-1	Cc1cccc(OCC(=O)Nc2cc(C(F)(F)F)ccc2Cl)c1
7	Cc1nc2cc(C(F)(F)F)ccc2n1Cc1ccccc1

# Further records.
14-3-3g Raf	smiles
-2	CSc1nc2ccc3nc(NC(=O)c4ccc(S(=O)(=O)N5CCc6ccccc6C5)cc4)sc3c2s1
1	CSCC1CC1(Cl)Cl (stereo not drawn)
-1	CC(=O)N=C1SC2CS(=O)(=O)CC2N1c1ccccc1Cl (stereo not drawn)
-3	COc1ccc(Br)cc1CNC(=O)C1c2ccccc2C(=O)N(C)C1c1c[nH]c2ccccc12 (stereo not drawn)
-6	CCOC(=O)c1ccc2ncc(C(=O)OCC)c(Nc3ccccc3CC)c2c1
-1	O=C(C1CCC(CNS(=O)(=O)c2ccc(Br)s2)CC1)N1CCN(c2ccccc2)CC1 (stereo not drawn)
0	Cc1ccc(-c2noc(CCC(=O)N(C)Cc3ccccc3)n2)cc1
-8	CCC(C)c1ccc(NC(=O)CSc2nnnn2-c2ccc(OC)cc2)cc1 (stereo not drawn)

# Continued.
14-3-3g Raf	smiles
2	O=C(C1CC(c2ccccc2O)=NO1)N1CCCC1 (stereo not drawn)
-1	CCS(=O)(=O)N1CCC(C(=O)NCc2ccc(F)cc2Cl)CC1
-1	COc1cc(C2Nc3ccc4ncccc4c3C3=C2C(=O)CC(c2ccccc2)C3)ccc1OC(C)=O (stereo not drawn)
-5	CC(C)CCN1C(=O)c2ccc(C(=O)NCC3CCCO3)cc2C1=O (stereo not drawn)
0	CCN(CC)CCCNC(=O)C1CCN(S(C)(=O)=O)CC1
1	O=C(O)c1cc(C2CC2)nc2ccccc12
-10	O=C(NC1CCCCCC1)C1c2ccccc2C(=O)N1Cc1ccc(F)cc1 (stereo not drawn)
-3	CCc1cccc(NC(=O)CCN2C(=O)C3C4C=CC(C4)C3C2=O)c1 (stereo not drawn)

# The list goes on:
14-3-3g Raf	smiles
1	COC(=O)C(O)(NC(=O)NC(C)=O)C(F)(F)F (stereo not drawn)
-1	COc1ccc(C)cc1NC(=O)c1nnn(Cc2cccc(F)c2)c1N
-5	CCC(Oc1ccccc1)C(=O)N1CCC(C(N)=O)CC1 (stereo not drawn)
-1	CCCCNC(=O)C(=O)NCCN1CCOCC1
-10	COc1ccc(CN2CCN(C(=O)C3CCN(S(=O)(=O)c4cccs4)CC3)CC2)c(OC)c1OC
-5	CC(=O)c1ccc(C(=O)Nc2cccc3c2C(=O)c2ccccc2C3=O)cc1
-2	COc1ccc(C)cc1NC(=O)c1sc2nc(C)nc(N3CCCCC3C)c2c1C (stereo not drawn)
-15	Cc1ccc(CSC2=Nc3ccccc3C3=NC(CC(=O)NCc4ccco4)C(=O)N23)cc1 (stereo not drawn)

# More records.
14-3-3g Raf	smiles
5	CCc1ccccc1N(CC(=O)Nc1cccc(N(C)S(C)(=O)=O)c1)S(C)(=O)=O
-3	COc1cc(OC)cc(-c2cc3nc4c(c(N5CCN(c6cnccn6)CC5)n3n2)CCCC4)c1
-10	CCc1nnc(N2CCN(c3ncnc4c3oc3ccccc34)CC2)s1
1	O=C(Nc1c2c(nn1-c1ccc(Cl)cc1)CS(=O)(=O)C2)c1ccc(Cl)cc1
-1	COCC(=O)Nc1cccc(Br)c1
-1	CC(C(=O)Nc1ccccc1-c1ccccc1)N1CCN(C(=O)c2ccco2)CC1 (stereo not drawn)
-113	Cc1cc(O)c2c(c1)C(=O)c1cc(O)cc(O)c1C2=O
3	Cc1sc(NC(=O)C2C3C=CC(C3)C2C(=O)O)nc1-c1ccccc1 (stereo not drawn)
-3	COc1nc(C)cc(C)c1C(N)=O

# Screening data as filed in PubChem BioAssay.
